Pf Dd2 inh = P. falciparum Dd2 growth inhibitors, primary screen, SYBR Green fluorescence, single dose replicates; 72 h; hits give low values; activity change, % at 10 µM; 94,000 tested, 2.3% active; AID 1159554, 2015; in the data active = activity change below about -80%; inconclusive = no clear call, values can overlap the other calls
T cruzi growth = T. cruzi intracellular proliferation inhibitors, primary screen, cell-based, beta-gal Tulahuen parasites, NIH3T3 host, luminescence | T. cruzi beta-gal in NIH3T3, GalScreen luminescence, 90 h | 77,000 tested, 5.9% active | AID 624255, 2012 | inhibition, % at 8.34 µM;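 active = mean inhibition above about 93%, with at least 55% of replicates each passing it, limit read from the data, passing the limit was not always enough; inconclusive = only one of those two conditions holds; inactive = neither condition holds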
GASC1 inh = inhibitors of GASC-1 (KDM4C) histone demethylase, primary screen, biochemical, single concentration HTS | Lysine-specific demethylase 4C (Homo sapiens), Q9H3R0 | GST-KDM4C 2-372, H3K9me3 peptide, LANCE TR-FRET | inhibition, % at 12.5 µM | 96,000 tested, 0.15% active | AID 720574, 2013;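 active = mean replicate inhibition above about 25%, with at least 55% of replicates also reaching it, limit read from the data, passing the limit was not always enough; inconclusive = only one of those two conditions met; inactive = neither condition met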
Target sequence (Q9H3R0 2-372 limits assumed): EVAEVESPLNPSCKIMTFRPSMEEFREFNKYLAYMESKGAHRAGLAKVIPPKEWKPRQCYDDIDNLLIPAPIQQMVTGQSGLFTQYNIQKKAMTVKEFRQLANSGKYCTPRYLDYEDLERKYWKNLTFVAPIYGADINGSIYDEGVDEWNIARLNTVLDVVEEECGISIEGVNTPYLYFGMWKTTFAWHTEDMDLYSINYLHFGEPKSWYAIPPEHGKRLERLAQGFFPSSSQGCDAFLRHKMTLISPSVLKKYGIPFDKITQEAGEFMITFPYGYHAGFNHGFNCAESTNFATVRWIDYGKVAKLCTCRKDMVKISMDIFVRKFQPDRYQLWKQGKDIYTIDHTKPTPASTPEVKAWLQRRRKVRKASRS
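Test system: N-terminal GST-fused human GASC-1 (KDM4C) fragment, residues 2-372; quantity: GASC-1 enzyme at 10 nM final in reaction; dosing: single dose; schedule: 30 min demethylation and 1 h detection at room temperature; signal: LANCE TR-FRET, excitation 340 nm, emissions 618 and 671 nm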
C diff HTS = C. difficile growth inhibitors, primary screen, HTS; Clostridium difficile clinical isolate growth, OD600, 24 h; hits give low values; growth activity, negative = inhibition, % at 16 µg/mL (by protocol); 86,000 tested, 0.25% active; AID 1259249, 2017;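 active = mean growth activity at or below -80% and every replicate also at or below -80%; inconclusive = mean at or below -80% but some replicate above -80%; inactive = mean growth activity above -80%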;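 also: 0% = DMSO wells and -100% = levofloxacin 16 µg/mL wells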
Numbers without * were called inactive; ? = inconclusive; / = not tested or not shown; & = joins results of further samples.

SMILES	Pf Dd2 inh	T cruzi growth	GASC1 inh	C diff HTS
CO[C@@H]1CN(C)C(=O)c2cc(NC(=O)NC(C)C)ccc2OC[C@H](C)N(Cc2cncnc2)C[C@@H]1C	23.3	12.9	0.6	0.8
O=C(CN1CCOCC1)N1CCCCN2[C@H](CO)[C@H](c3ccc(C#Cc4ccccc4)cc3)[C@H]2C1	-11.2	98.0*	0.1	-1.5
C[C@H](CO)N1C[C@H](C)[C@H](CN(C)S(=O)(=O)c2ccc(F)cc2)OCc2ccccc2-c2ccccc2C1=O	-45.1	17.3	1.5	/
C[C@@H]1CN([C@@H](C)CO)S(=O)(=O)c2ccc(C#CC3(O)CCCC3)cc2O[C@@H]1CN(C)C(=O)c1ccccc1	-14.2	-5.4	0.4	-1.2
COc1ccc(S(=O)(=O)Nc2cccc3c2O[C@@H](CN(C)S(=O)(=O)c2cn(C)cn2)[C@@H](C)CN([C@H](C)CO)C3=O)cc1	-0.9	-39.5	0.7	/
CCS(=O)(=O)Nc1ccc2c(c1)C(=O)N(C)[C@@H]1CC[C@H](CC(=O)N3CCCCC3)O[C@@H]1CO2	6.1	-36.6	2.8	-6.6
COc1ccc(CN(C)C[C@H]2OCCCC[C@H](C)Oc3ccc(NS(=O)(=O)c4c(C)noc4C)cc3C(=O)N([C@@H](C)CO)C[C@@H]2C)cc1	-30.6	27.8	0.1	-3.1
OC[C@H]1[C@H](c2ccc(-c3ccc(F)cc3)cc2)[C@H]2CN(CCC(F)(F)F)CCCCN21	-9.9	70.4	-2.0	33.5
CN(C)C(=O)c1ccc(-c2ccc3c(c2)[C@@H]2[C@@H](CCN2C(=O)C2CCOCC2)[C@H](CO)N3C)cc1	-15.0	96.6*	2.0	6.3
COc1ccc(CN(C)C[C@@H]2OCCCC[C@@H](C)Oc3ccc(NS(=O)(=O)c4ccc(Cl)cc4)cc3C(=O)N([C@@H](C)CO)C[C@H]2C)cc1	-31.4	87.5	-1.1	0.5
Cc1cc(C(=O)Nc2cccc3c2O[C@H](CN(C)S(C)(=O)=O)[C@H](C)CN([C@@H](C)CO)C3=O)n(C)n1	-4.2	-28.5	0.9	2.2
Cc1ccc(S(=O)(=O)Nc2ccc3c(c2)CC(=O)N([C@H](C)CO)C[C@H](C)[C@H](CN(C)Cc2ccc(C(=O)Nc4ccccc4N)cc2)O3)cc1	-88.1*	76.4	0.2	-5.0
Cc1noc(C)c1S(=O)(=O)N(C)C[C@H]1OCCCC[C@H](C)Oc2ccc(NS(=O)(=O)c3ccc(F)cc3)cc2C(=O)N([C@@H](C)CO)C[C@@H]1C	-58.3	56.1	0.0	-4.8
CC(C)CC#Cc1ccc2c(c1)O[C@@H](CN(C)Cc1cccnc1)[C@H](C)CN([C@H](C)CO)S2(=O)=O	/	86.7	-0.8	21.5
C[C@@H]1CN([C@H](C)CO)C(=O)Cc2cc(NC(=O)Nc3cccc4ccccc34)ccc2O[C@H]1CN(C)CC1CCCCC1	-3.1	51.2	-3.3	-31.7
C[C@H]1CN([C@@H](C)CO)S(=O)(=O)c2ccc(-c3ccccc3)cc2O[C@@H]1CN(C)C	21.9	/	2.8	-2.9
COc1ccc(S(=O)(=O)N2CCCCN3[C@H](CO)[C@H](c4ccc(C5=CCCCC5)cc4)[C@@H]3C2)cc1	-22.6	88.5	/	-4.8
COc1ccc(C#Cc2ccc([C@H]3[C@H]4CN(C(=O)NC(C)C)CC(=O)N4[C@H]3CO)cc2)cc1	-54.1	/	-0.2	-19.1
COc1ccccc1C#Cc1ccc2c(c1)[C@H]1[C@H](CCN1C(=O)c1cccc(F)c1)[C@H](CO)N2	-74.2	?	-0.5	-0.8
C[C@H]1CCCCO[C@H](CN(C)C(=O)c2ccncc2)[C@@H](C)CN([C@@H](C)CO)C(=O)c2cc(NS(=O)(=O)c3ccc(Cl)cc3)ccc2O1	-60.9	31.9	-0.6	/
CC(C)NC(=O)NCC[C@H]1CC[C@H](NC(=O)c2ccc(F)cc2)[C@H](CO)O1	14.4	-24.6	-0.1	/
CO[C@H]1CN(C)C(=O)c2ccc(NC(=O)c3ccccc3)cc2OC[C@@H](C)NC[C@H]1C	-5.6	/	0.6	/
CN(C)C(=O)C[C@@H]1CC[C@H](NS(=O)(=O)c2ccccc2)[C@H](CO)O1	19.5	4.7	0.3	/
C[C@@H]1CN([C@@H](C)CO)C(=O)CCCn2nncc2CO[C@@H]1CN(C)C(=O)NC1CCCCC1	6.3&5.9	-38.9&-3.6	1.3	-1.9
C[C@@H]1CN([C@@H](C)CO)C(=O)c2cc(C#Cc3ccncc3)cnc2O[C@@H]1CN(C)Cc1ccncc1	23.1	36.8	3.1	13.6
CCC(=O)Nc1ccc2c(c1)C(=O)N(C)C[C@@H](OC)[C@@H](C)CN[C@@H](C)CO2	-4.0	28.8	-0.2	-6.4
C[C@@H](NC(=O)[C@H]1N[C@H]2c3ccc(C4=CCCCC4)c(=O)n3C[C@H]2[C@@H]1CO)c1ccccc1	3.0	-4.5	0.5	3.7
O=C(C[C@H]1CC[C@H]2[C@@H](COC[C@@H](O)CN2Cc2cccc(-c3ccncc3)c2)O1)N1CCOCC1	28.8	42.5	0.0	4.8&-9.3
Cc1noc(C)c1NC(=O)N(C)C[C@H]1Oc2ncc(C#CC3CC3)cc2C(=O)N([C@@H](C)CO)C[C@H]1C	4.1	-0.7	1.1	/
COc1ccccc1NC(=O)N(C)C[C@H]1Oc2cc(Br)ccc2S(=O)(=O)N([C@@H](C)CO)C[C@@H]1C	-40.8	/	4.0	3.6
O=C(c1ccccc1F)N1C[C@H]2[C@@H](c3ccccc31)[C@H](CO)N2C(=O)Nc1ccccc1	0.2	16.0	0.9	-2.4
C[C@H](CO)N1C[C@H](C)[C@H](CN(C)CC2CCCCC2)Oc2c(NC(=O)c3ccncc3)cccc2C1=O	4.8	67.4	1.0	27.1
C[C@@H]1CN([C@@H](C)CO)S(=O)(=O)c2ccc(/C=C/c3ccccc3)cc2O[C@@H]1CN(C)C(=O)c1ccncc1	26.8	60.5	-4.4	-11.5
CCCC(=O)Nc1ccc2c(c1)OC[C@@H](C)N(C(=O)c1ccccn1)C[C@H](C)[C@@H](OC)CN(C)C2=O	24.0	20.9	-2.3	/
CN1C(=O)c2cc(NC(=O)Nc3ccccc3F)ccc2OC[C@H]2O[C@H](CC(=O)NCCc3ccncc3)CC[C@H]21	7.9	37.4	1.4	-28.7
C[C@H](CO)N1C[C@H](C)[C@@H](CN(C)C(=O)NC2CCCCC2)Oc2ccc(NC(=O)Cn3cnnn3)cc2C1=O	1.6	79.3	-0.1	-2.0
Cc1ccc(S(=O)(=O)N(C)C[C@H]2OCCCC[C@@H](C)Oc3ccc(NC(=O)Nc4c(C)noc4C)cc3C(=O)N([C@@H](C)CO)C[C@@H]2C)cc1	-62.2	-25.3	-0.1	2.0
CN1C(=O)c2cc(NC(=O)C3CCOCC3)ccc2OC[C@H]2O[C@H](CC(=O)NCc3ccccc3F)CC[C@H]21	2.0	0.1	1.9	5.8
CO[C@H]1CC[C@@H]2CCN(C)C(=O)[C@@H](C)N(C)C(=O)c3cc(C#N)ccc3OC[C@H]1O2	/	-0.1	0.4	/
COc1ccc(CN(C)C[C@H]2OCCCC[C@@H](C)Oc3ccc(NC(=O)CCCCCC(=O)Nc4ccccc4N)cc3C(=O)N([C@H](C)CO)C[C@@H]2C)cc1	-83.1*	/	1.2	5.4
Cc1noc(C)c1S(=O)(=O)Nc1ccc2c(c1)C(=O)N([C@@H](C)CO)C[C@H](C)[C@H](CN(C)C(=O)NC1CCCCC1)O2	-0.6	-164.5	2.6	3.1
C[C@@H]1CN([C@@H](C)CO)C(=O)c2cc(NC(=O)Nc3ccccc3)ccc2O[C@@H]1CN(C)C	3.8	79.4	0.1	4.2
O=S(=O)(c1ccccc1)N1CC2(C1)[C@@H](c1ccccc1)[C@@H](CO)N2CC1CCCC1	-38.0	/	/	-6.3
COCC(=O)N1[C@@H]2CN(C(=O)Nc3cc(F)ccc3F)c3ccccc3[C@@H]2[C@@H]1CO	-4.1	43.3	0.5	0.2
N#C[C@@H]1[C@H](c2ccc(-c3cccnc3)cc2)[C@H](CO)N1C(=O)C1CCOCC1	14.8	-12.3	2.1	2.8
C[C@H](CO)N1C[C@H](C)[C@H](CN(C)C(=O)Nc2ccccc2)OCCCC[C@H](C)Oc2ccc(NC(=O)Nc3cccc4ccccc34)cc2C1=O	41.0	31.2	-1.9	/
N#Cc1cccc(-c2ccc([C@H]3[C@H]4CN(S(=O)(=O)c5ccccc5)CCCCN4[C@H]3CO)cc2)c1	14.7	57.7	1.5	10.9
O=C(CC1CC1)N1CC2(C1)[C@@H](c1ccccc1)[C@@H](CO)N2S(=O)(=O)Cc1ccccc1	-2.8	/	-0.4	1.0
COc1cccc(S(=O)(=O)Nc2ccc3c(c2)C(=O)N(C)[C@@H]2CC[C@H](CC(=O)O)O[C@H]2CO3)c1	18.8	-37.7	-0.1	-3.6
C[C@@H]1CCCCO[C@H](CN(C)Cc2ccc(C(F)(F)F)cc2)[C@H](C)CN([C@@H](C)CO)C(=O)c2cc(NC(=O)Nc3ccc(F)cc3)ccc2O1	-79.6	99.7*	-0.3	/
CN(C)Cc1cn(CC[C@H]2CC[C@@H](NC(=O)Nc3ccc4c(c3)OCO4)[C@@H](CO)O2)nn1	21.1	5.0	3.3	/
C[C@@H]1CN([C@H](C)CO)C(=O)Cc2cc(NC(=O)CCN3CCOCC3)ccc2O[C@@H]1CN(C)Cc1ccc2c(c1)OCO2	-5.1	46.2	-1.6	-4.1
O=C(Nc1cc(F)ccc1F)N[C@@H]1CC[C@@H](CCn2cc(C3CCCCC3)nn2)O[C@H]1CO	-17.9	/	6.3	-0.1
Cc1noc(C)c1S(=O)(=O)Nc1ccc2c(c1)C(=O)N([C@@H](C)CO)C[C@@H](C)[C@H](CN(C)C(=O)Nc1ccc3c(c1)OCO3)O2	-0.7	-68.9	1.3	/
O=C(C[C@@H]1CC[C@@H]2[C@H](COC[C@H](O)CN2C(=O)Nc2cccc(F)c2)O1)NCCCN1CCOCC1	-13.6	-41.2	-0.2	/
C[C@H]1CN([C@@H](C)CO)C(=O)c2cccc(NS(=O)(=O)c3ccc(Cl)cc3)c2O[C@@H]1CN(C)Cc1ccc(C(F)(F)F)cc1	-20.0	41.1	0.3	16.5
CC(C)NC(=O)N(C)C[C@@H]1Oc2ccc(NC(=O)Cn3cnnn3)cc2C(=O)N([C@@H](C)CO)C[C@@H]1C	30.3	-7.0	2.9	/
C[C@@H]1CN([C@H](C)CO)C(=O)c2cc(N(C)C)ccc2O[C@@H](C)CCCCO[C@H]1CN(C)C(=O)CCC(F)(F)F	-73.8	45.3	7.7	2.1
O=C(Cc1ccccn1)N1CC(=O)N2[C@H](C1)[C@@H](c1ccc(C#CC3CCCC3)cc1)[C@@H]2CO	-50.8	/	-0.3	-18.4
OC[C@H]1[C@@H](c2ccc(-c3ccccc3)cc2)[C@H]2CN(CCC(F)(F)F)CCCCN21	-39.8	88.7	-0.5	26.9

Two compounds from above, showing only GASC1 inh and T cruzi growth.
| Structure | GASC1 inh | T cruzi growth |
| --- | --- | --- |
| COc1ccccc1NC(=O)N(C)C[C@H]1Oc2cc(Br)ccc2S(=O)(=O)N([C@@H](C)CO)C[C@@H]1C | 4.0 | / |
| O=C(c1ccccc1F)N1C[C@H]2[C@@H](c3ccccc31)[C@H](CO)N2C(=O)Nc1ccccc1 | 0.9 | 16.0 |

(cont.)
SMILES	Pf Dd2 inh	T cruzi growth	GASC1 inh	C diff HTS
C[C@H](CO)N1C[C@H](C)[C@@H](CN(C)C(=O)Nc2ccc3c(c2)OCO3)Oc2ccc(NC(=O)Nc3ccc(F)cc3)cc2C1=O	-21.6	-11.7	1.5	16.4
O=C(c1cccc(F)c1)N1CCCCN2[C@@H](CO)[C@H](c3ccc(-c4ccc(F)cc4)cc3)[C@@H]2C1	-3.6	105.2*	/	47.2
Cc1ccc(-c2ccc([C@H]3[C@H]4CN(S(=O)(=O)c5cccc(F)c5)CC(=O)N4[C@H]3CO)cc2)cc1	-9.3	/	-0.4	14.2
Cc1noc(C)c1S(=O)(=O)Nc1ccc2c(c1)CC(=O)N([C@H](C)CO)C[C@@H](C)[C@H](CN(C)S(=O)(=O)c1ccccc1)O2	8.4	3.3	-0.8	-3.1
CO[C@@H]1CN(C)C(=O)c2cc(NS(=O)(=O)c3ccccc3C)ccc2OC[C@@H](C)NC[C@H]1C	-18.3	-7.6	-0.3	-2.5
C[C@@H]1CN([C@@H](C)CO)C(=O)c2cccc(NS(C)(=O)=O)c2O[C@@H]1CN(C)C(=O)Nc1ccc2c(c1)OCO2	-34.7	-0.5	0.1	-1.5

Entries of single compounds, looked up by structure. Values in the order: Pf Dd2 inh	T cruzi growth	GASC1 inh	C diff HTS
Cc1noc(C)c1S(=O)(=O)Nc1ccc2c(c1)CC(=O)N([C@H](C)CO)C[C@@H](C)[C@H](CN(C)S(=O)(=O)c1ccccc1)O2 as listed: 8.4	3.3	-0.8	-3.1
O=C(c1cccc(F)c1)N1CCCCN2[C@@H](CO)[C@H](c3ccc(-c4ccc(F)cc4)cc3)[C@@H]2C1 as listed: -3.6	105.2*	/	47.2
